# Assay outcomes from PubChem BioAssay.
# USP1-UAF1 inh: Inhibitors of USP1/UAF1: Primary Screen; Ubiquitin carboxyl-terminal hydrolase 1 (Homo sapiens), O94782; recombinant USP1/UAF1, Ub-Rhodamine cleavage fluorescence; Potency, µM (top dose mostly 57.1 µM), without a hit: at the top dose activity change, negative = inhibition, hits mostly inhibitors; 390,000 tested, 0.23% active; AID 743255, 2014; note: % is set by controls: 0 for no effect and ±100 for the full control effect; nearly all actives have a fitted effect of over 60% in size; inactives centre near -12
# Target sequence (O94782 whole entry, looked up): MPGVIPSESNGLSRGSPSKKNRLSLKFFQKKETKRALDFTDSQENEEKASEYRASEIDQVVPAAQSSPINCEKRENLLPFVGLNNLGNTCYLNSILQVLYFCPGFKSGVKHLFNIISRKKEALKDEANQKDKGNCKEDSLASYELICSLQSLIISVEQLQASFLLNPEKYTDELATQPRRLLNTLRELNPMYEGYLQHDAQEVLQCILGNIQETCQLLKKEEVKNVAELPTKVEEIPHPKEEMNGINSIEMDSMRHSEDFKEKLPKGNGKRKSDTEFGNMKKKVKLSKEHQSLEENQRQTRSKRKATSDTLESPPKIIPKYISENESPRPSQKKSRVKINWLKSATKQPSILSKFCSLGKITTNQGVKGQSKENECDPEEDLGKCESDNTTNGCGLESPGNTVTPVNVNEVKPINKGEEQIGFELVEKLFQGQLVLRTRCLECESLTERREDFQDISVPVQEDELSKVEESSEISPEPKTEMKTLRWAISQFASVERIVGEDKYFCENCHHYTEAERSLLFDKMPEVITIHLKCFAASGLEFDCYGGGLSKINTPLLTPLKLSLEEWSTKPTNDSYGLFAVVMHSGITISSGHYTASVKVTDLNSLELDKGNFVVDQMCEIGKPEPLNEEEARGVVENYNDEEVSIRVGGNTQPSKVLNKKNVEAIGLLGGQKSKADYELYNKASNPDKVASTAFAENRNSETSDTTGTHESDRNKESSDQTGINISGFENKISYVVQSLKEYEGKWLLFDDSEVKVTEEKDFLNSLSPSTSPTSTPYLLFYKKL
#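 USP1/UAF1 complex at 1 nM was preincubated with compound for 15 min at room temperature, then Ub-Rho substrate (150nM final) was added. Fluorescence (480/540 nm) was read kinetically, 6 reads every 60 seconds.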
# Vif-APOBEC3F blk: qHTS for Inhibitors of Vif-A3F Interactions: qHTS. HeLa A3F-eYFP + Vif (tagged APOBEC3F with the HIV-1 protein that degrades it), YFP fluorescence increase. Potency, µM (top dose mostly 46.1 µM), without a hit: at the top dose activity, negative = active. 390,000 tested, 0.2% active; note: % of control where 0% means no effect; nearly all actives have a fitted effect of over 65% in size
#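 Fluorescence increase (Ex 488/Em 500-530) after overnight compound treatment at 37 deg C flags inhibition of Vif-driven A3F-eYFP loss in stable HeLa A3F-eYFP/Vif cells seeded overnight beforehand.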
# ALOX12 inh: Primary qHTS assay for inhibitors of human arachidonate 12S-lipoxygenase (ALOX12): Round 2; Polyunsaturated fatty acid lipoxygenase ALOX12 (Homo sapiens), P18054; purified 12hLO, xylenol orange hydroperoxide absorbance; Potency, µM (highest dose often 108 µM), for the others: top-dose activity change, negative = inhibition, most hits filed as inhibitors; 580,000 tested, 1.1% active; note: % is set by controls: 0 for no effect and ±100 for the full control effect
#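 Purified human 12hLO at 150 nM in 25 mM Hepes, 0.01% Triton X-100, pH 7.0, preincubated 15 min at room temperature with compound. Reaction started with 40 uM arachidonic acid, 30 min at room temperature. Hydroperoxide measured by Fe-xylenol orange, 573/405 nm absorbance ratio.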
# RGS4 inh: Inhibitors of Regulator of G Protein Signaling (RGS) 4: qHTS; Transcreener GDP fluorescence polarization, RGS4-accelerated GTP hydrolysis; 390,000 tested, 0.039% active; Potency, µM (top dose mostly 114 µM), inactives show top-dose activity change, negative = inhibition, usual class: inhibitors; note: % is set by controls: 0 for no effect and ±100 for the full control effect; nearly all actives have a fitted effect of over 75% in size; some results filed as inactive show a strong effect at the top dose
# Target sequence (P49798 whole entry, looked up): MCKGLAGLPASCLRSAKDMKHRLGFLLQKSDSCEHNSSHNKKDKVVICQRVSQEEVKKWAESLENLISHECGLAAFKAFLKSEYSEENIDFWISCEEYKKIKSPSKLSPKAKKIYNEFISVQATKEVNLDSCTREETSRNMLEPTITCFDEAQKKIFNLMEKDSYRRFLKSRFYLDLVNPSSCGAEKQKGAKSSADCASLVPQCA
#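 MLSMR compounds (23 nl, pin-transferred) preincubated 10 min at room temperature with a 500nM (2x) first reagent, then RGS4 at 900nM (2x) plus Transcreener GDP mix added; fluorescence polarization (620/688 nm) read before and after 90 min at 30 °C.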
# TrxR1 substrate: qHTS Assay for Substrates of Mammalian Selenoprotein Thioredoxin Reductase 1 (TrxR1): qHTS. purified TrxR1 substrate turnover, NADPH consumption readout. Thioredoxin reductase 1, cytoplasmic (Rattus norvegicus), O89049. 390,000 tested, 0.01% active. AID 588456, 2011. Potency, µM (titrated, usually from 114 µM), without a hit: top-dose activity change, negative = substrate turnover; note: % is set by controls: 0 for no effect and ±100 for the full control effect; nearly all actives have a fitted effect of over 50% in size
#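 Rat TrxR1, dispensed at 90 nM, was prereduced with 400 uM NADPH (final) for 5 min at ~22 deg C, then incubated with compound 15 min before 400 uM selenite. A first-read NADPH fluorescence drop versus no-compound background flagged substrates.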
# RXFP1 agonist: qHTS Assay for Agonists of the Relaxin Receptor RXFP1. HEK293T-RXFP1 cAMP TR-FRET, 30 min; response scale: percent of porcine relaxin response, buffer zero. Potency, µM (titrated, usually from 57.5 µM), for inactives: at the highest dose activation, hits mostly activators. 370,000 tested, 0.3% active; note: % is set by controls: 0 for no effect and ±100 for the full control effect; nearly all actives have a fitted effect of over 60% in size; many of its hits are not listed in these tables
#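 HEK293 cells stably expressing RXFP1, treated 30 min at 37C with compounds plus PDE4 inhibitor Ro 20174; cAMP measured by HTRF TR-FRET. Normalized to buffer and 29 nM porcine relaxin; EC50 by Hill fit.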
# Vif-A3G inh: qHTS for Inhibitors of Vif-A3G Interactions: qHTS. Potency, µM (top dose mostly 46.1 µM), without a hit: top-dose activity, negative = active, usual class: inhibitors. 410,000 tested, 0.076% active. HeLa A3G-eYFP + Vif (tagged APOBEC3G with the HIV-1 protein that degrades it), YFP fluorescence, overnight. AID 602310, 2012;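 note: % is set by controls: 0 for no effect and ±100 for the full control effect; nearly all actives have a fitted effect of over 60% in size; hits raise eYFP signal because A3G escapes Vif-driven loss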
#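 HeLa cells stably expressing Vif and C-terminally eYFP-tagged A3G, seeded overnight at 37 deg C, then exposed to compound by pintool overnight at 37 deg C. Rise in yellow fluorescence (Ex 488/Em 500-530, Acumen) marks blocked Vif-driven A3G degradation.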
# rTrxR1 inhibitor: qHTS Assay for Inhibitors of Mammalian Selenoprotein Thioredoxin Reductase 1 (TrxR1): qHTS; 390,000 tested, 1% active; recombinant rTrxR1, NADPH fluorescence consumption, selenite substrate; Thioredoxin reductase 1, cytoplasmic (Rattus norvegicus), O89049; Potency, µM (top dose mostly 114 µM), for the others: at the highest dose activity change, negative = inhibition, hits mostly inhibitors; AID 588453, 2011; note: % is set by controls: 0 for no effect and ±100 for the full control effect; nearly all actives have a fitted effect of over 65% in size
#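 Rat TrxR1 (90 nM in the dispensed reagent) was pre-reduced with 400 uM NADPH for 5 min at room temperature, then incubated with compound for 15 min. After 400 uM selenite was added, NADPH fluorescence (Ex 340/Em 450 nm) was followed for 8 min.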
# IDH1 R132H inh: qHTS for Inhibitors of mutant isocitrate dehydrogenase 1 (IDH1): qHTS; AID 602179, 2012; Isocitrate dehydrogenase [NADP] cytoplasmic (Homo sapiens), O75874; Potency, µM (top dose mostly 76.6 µM), without a hit: at the top dose activity change, negative = inhibition, actives largely listed as inhibitors; IDH1-R132H enzyme, NADPH consumption, diaphorase/resazurin fluorescence; 390,000 tested, 0.093% active; note: % is set by controls: 0 for no effect and ±100 for the full control effect; nearly all actives have a fitted effect of over 65% in size
#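 IDH1-R132H (0.5 ug/mL) preincubated 30 min with compound, then NADPH (0.016 mM) and alpha-KG (2 mM) added; 80 min at RT, pH 7.5. Remaining NADPH coupled via diaphorase/resazurin to fluorescence (540/590 nm); concentration-response curves normalized to no-enzyme control.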
# Active calls of the source: *; i = inactive; ? = inconclusive; . = no result given; & = joins results of further samples; [ ] = dose if it differs, or a comment. Calls come from the whole dose curve; as a rule, active = well fitted curve in the direction sought with a large enough effect; inconclusive = small, poorly fitted or top-dose-only effect, or another doubt; inactive = no such curve, though single readings can be large; an effect the other way counts as inactive or inconclusive. Potency is the fitted concentration of half-maximal effect. The list is partial; count on the stated rates, not on these rows.
SMILES,USP1-UAF1 inh,Vif-APOBEC3F blk,ALOX12 inh,RGS4 inh,TrxR1 substrate,RXFP1 agonist,Vif-A3G inh,rTrxR1 inhibitor,IDH1 R132H inh
Cc1noc(C)c1C(=O)NCCCc1ccccc1,-3.4%,-0.7%,-13.0%,4.3%,9.4%[57.1 µM],-2.3%,-0.1%,-1.8%,-0.3%
O=C1CN(CC(=O)Nc2cccc(Cl)c2Cl)c2ccccc2N1,-9.0%,?,-24.2%,7.7%,-8.1%,3.6%,-19.6%,-22.7%,-4.8%
CCC(Sc1ncccc1C(=O)Oc1ccccc1Cl)C(=O)Nc1ccccc1OC (stereo not given),-0.9%,10.2%,-29.2%,14.9%,1.4%[57.1 µM],-0.9%,6.0%,8.4%[57.1 µM],2.8%
CC(C)NC(=O)C(=O)N/N=C/c1ccco1,7.0%,1.7%,4.1%,-10.7%,-11.5%,0.9%,1.5%,-10.0%,-0.1%
O=C(CSc1nc2ncccc2[nH]1)NCCc1ccccc1,-20.1%,2.8%,19.8%,2.1%,3.6%[57.1 µM],1.4%,3.0%,2.8%[57.1 µM],18.9%
O=C(Cn1ccn(-c2ccc(F)c(F)c2)c(=O)c1=O)NCCc1ccccc1,-13.9%&8.8%,0.0%&-1.5%,2.1%&6.1%&-28.0%,0.5%&0.4%,3.1%,-0.1%&22.0%,0.1%&3.9%,18.1%&6.3%,-7.6%&-5.8%
CCNC(=O)N(C)c1nncnc1C(=O)NC,-0.4%,-12.2%,0.0%,37.0%,-1.6%,0.4%,-1.0%,11.9%,3.1%
O=C(c1cc(F)ccc1F)C1CCCN(C(=O)c2ccc(F)cc2Cl)C1 (stereo not given),-4.7%,-2.6%,-3.2%,-0.8%,1.7%[57.1 µM],3.9%,0.0%,6.6%[57.1 µM],-2.8%
COc1ccc(CCNC(=O)CCc2nc3sc4c(c3c(=O)[nH]2)CCCC4)cc1,-10.2%,1.8%,-29.0%,-14.1%,-4.6%,0.3%,-1.3%,4.2%,-3.4%
CCOc1ccc(C(C(=O)NCC2CCCO2)N(C(=O)c2snc(C(N)=O)c2N)c2ccc(F)cc2)cc1 (stereo not given),-16.6%,-6.3%,-5.9%,11.6%,15.4%,0.4%,2.7%,16.5%,15.1%
O=C(O)c1cc2nccc(-c3ccco3)n2n1,-1.6%,-6.6%,-0.7%,26.0%,28.2%,5.9%,6.5%,?,-4.9%
CCC(C(=O)Nc1ccc(C(C)C)cc1)n1nc(C)n2c(cc3cc(C)ccc32)c1=O (stereo not given),?,-8.4%,-15.8%,16.3%,40.2%[activator],0.2%,1.1%,57.9%[activator],5.9%
CCOc1cc(/C=N\NC(=O)c2ccc(C)nc2)cc([N+](=O)[O-])c1O,-11.1%,-0.5%,-2.6%,-16.2%,-13.7%,-3.2%,0.7%,-12.3%,4.8%
COc1ccccc1-c1ccc(SCc2ccc([N+](=O)[O-])cc2)nn1,-23.8%,-1.9%,3.9%,8.7%,-5.2%,1.8%,2.8%,8.7%,15.5%
O=C(NC(=S)Nc1cccc([N+](=O)[O-])c1)C1CCCCC1,-26.9%,-12.0%,33.7%[activator],-0.8%,5.4%,0.0%,4.6%,-3.1%,6.2%
O=C(Nc1ncnc2nc[nH]c12)c1ccccc1,.,.,.,-11.3%&8.5%,3.7%&0.7%,.,-0.6%&-3.2%,18.0%&1.6%,.
C/C=C/C(=O)Nc1nnc(-c2ccccc2C)s1,-13.1%,-6.3%,2.1%,1.0%,7.0%,6.9%,-5.9%,34.3%,0.0%
Cn1nnnc1SCC(=O)c1ccc(Br)s1,-12.5%,3.6%,0.8%,?,-13.6%,8.8%,0.7%,?,9.1%
Cc1cccc(C2=NC(C(F)(F)F)(C(F)(F)F)c3c(n(-c4ccc(F)cc4)c(=O)[nH]c3=O)N2)c1,-16.9%,11.1%,-2.6%,11.9%,309.5%[activator],5.6%,-7.2%,59.2%[activator],4.5%
CC(C)OCCCn1c(=S)[nH]c2ncccc2c1=O,-11.7%,-5.6%,-23.8%,?,-2.4%,-2.9%,0.8%,1.6%,1.6%
O=C(CN1C(=O)c2ccccc2S1(=O)=O)N1CCN(Cc2ccc3c(c2)OCO3)CC1,-1.8%,-4.3%,-7.6%,19.8%,-6.9%,0.1%,0.2%,-23.3%,3.6%
O=C(CSc1ccc2c(c1)OCCO2)Nc1ccc(Br)cc1,-23.4%,4.2%,0.0%,-7.6%,-1.2%,-1.5%,-3.9%,0.7%,4.7%
CCC1(C)Cc2nc(Cl)c(C#N)cc2CO1 (stereo not given),-26.4%,-7.1%,i,-3.8%,9.9%,-2.3%,0.3%,21.3%,-2.0%
COc1ccc(Cl)cc1NC(=O)CSc1ccc2nnc(CCNS(=O)(=O)c3ccccc3)n2n1,-15.2%,-1.7%,-13.5%,5.8%,0.2%,2.7%,1.7%,-2.1%,12.7%
COc1ccc(Cl)cc1NC(=O)c1[nH]c(C)c(C(C)=O)c1C,1.2%,-5.6%,-1.3%,-22.5%,-5.1%,?,-1.2%,7.4%,-6.7%
Cc1cc(C)c2c(C)c(C(=O)Nc3c(C)n(C)n(-c4ccccc4)c3=O)oc2c1,-22.5%,1.8%,-4.7%,-0.1%,-10.5%,0.0%,-4.2%,-9.9%,1.8%
CC(C)Cn1c(=O)c(C(=O)N/N=C/c2cccc(F)c2)c(O)c2ccccc21,4.1%,-3.9%,-16.5%,-7.3%,-2.6%,0.1%,1.1%,-2.8%[57.1 µM],-0.1%
FC(F)(F)c1nc(-c2ccccc2)ncc1-c1nnnn1-c1ccccc1,-21.2%,-23.3%,?,2.8%,-7.0%,-1.5%,-7.3%,4.4%[11.4 µM],3.0%
CN(C)c1ccc(Nc2nc(N)c([N+](=O)[O-])c(N3CCOCC3)n2)cc1,-4.3%,-8.7%,-23.5%,-18.9%,-14.7%,0.1%,-20.7%,-13.2%,2.3%
CCOc1ccc(CCNC(=O)CCc2cn(Cc3ccc(C)cc3)c3ccccc23)cc1,-6.0%,8.0%,0.0%,22.2%,-1.0%,6.2%,8.8%,17.6%,-11.1%
CCOc1ccc(OC(=O)c2cn(-c3ccc(C)cc3)c(=O)c3ccccc23)cc1,-5.3%,-2.2%,-23.2%,?,4.1%[57.1 µM],0.3%,-2.6%,8.2%[57.1 µM],14.4%
Cc1cc(NC(=O)Cn2cnc3c2c(=O)n(C)c(=O)n3C)n(-c2ccccc2)n1,4.1%,.,7.5%,11.1%,7.6%,8.4%,1.1%,8.3%,1.3%
CCn1c(NC(=O)c2ccccc2)c(-c2cccs2)c(=O)c2ccccc21,-17.6%,-1.0%,8.8%,-3.1%,-3.2%,1.5%,0.5%,-2.5%,16.5%
COc1ccc(/C=C(\NC(=O)c2ccc(C)cc2)C(=O)NCCN2CCOCC2)cc1,-17.9%,3.9%,3.1%,0.3%,-2.1%,-1.9%,1.4%,9.1%,-2.4%
O=C1c2ccccc2S(=O)(=O)c2cc(C(=O)N3CCN(c4c(Cl)cncc4Cl)CC3)ccc21,-14.0%,9.1%,-7.6%,1.8%,2.7%[57.1 µM],.,0.5%,15.2%[57.1 µM],0.0%
Cc1ccc(C(=O)c2ccc(N3CCOCC3)c(F)c2)cc1,-15.3%,-4.4%,0.0%,-8.9%,-7.0%,0.4%,-1.0%,4.0%,3.9%
O=C(Nc1ccc2[nH]ncc2c1)c1ccc(F)cc1,-17.6%,-9.8%,25.1%,2.5%,-2.5%,-1.7%,-6.1%,4.7%,6.5%
CCc1nnc(SCc2ccc([N+](=O)[O-])cc2)nc1CC,19.3%,2.2%,0.2%,19.4%,-5.7%,.,1.1%,3.1%[57.1 µM],5.5%
COc1cc(/C=C/C(=O)OCC(=O)c2ccc(S(=O)(=O)N3CCCCC3)cc2)cc(OC)c1OC,-16.1%,-0.9%,-26.8%,-17.1%,-2.1%,2.3%,0.7%,-1.3%,7.5%

# A section from the list above:
SMILES,USP1-UAF1 inh,Vif-APOBEC3F blk,ALOX12 inh,RGS4 inh,TrxR1 substrate,RXFP1 agonist,Vif-A3G inh,rTrxR1 inhibitor,IDH1 R132H inh
Cc1noc(C)c1C(=O)NCCCc1ccccc1,-3.4%,-0.7%,-13.0%,4.3%,9.4%[57.1 µM],-2.3%,-0.1%,-1.8%,-0.3%
O=C1CN(CC(=O)Nc2cccc(Cl)c2Cl)c2ccccc2N1,-9.0%,?,-24.2%,7.7%,-8.1%,3.6%,-19.6%,-22.7%,-4.8%
